Compound activity as filed in PubChem.
VEEV TC-83 Vero: inhibitors of VEEV TC-83 cytopathic effect, confirmation, Vero cells (AID 588727). 350,000 tested, 0.13% active. one-dose inhibition, % at 20 µM; IC50 in µM for titrated hits. Vero cells, VEEV TC-83 cytopathic effect inhibition; higher % means a stronger effect; in the data active means a potency from the dose series; inconclusive means inhibition mostly from about 14% at the one dose, without a potency; inactive means the rest, 99 in 100 with inhibition below about 12%; further: strong numbers were not always called active
Salmonella PhoP GFP: PhoP regulon inhibitors, Salmonella typhi PhoP promoter GFP reporter, confirmatory (AID 1850) | one-dose inhibition, % at 50 µM; IC50 in µM for titrated hits | 310,000 tested, 0.33% active | Salmonella Typhi PhoP-promoter GFP reporter, fluorescence, 4 h; higher % means a stronger effect; in the data active means a potency from the dose series; inconclusive means inhibition mostly from about 25% at the one dose, without a potency; inactive means the rest, 99 in 100 with inhibition below about 19%;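 further: 0% = induced wells with vehicle and 100% = uninduced wells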
H37Rv inhibition: M. tuberculosis growth inhibition, HTS (AID 449762); inhibition, % at 25 µM; hits with a dose series show IC50 in µM; 330,000 tested, 0.59% active; M. tuberculosis H37Rv growth inhibition, 7H9 media; higher % means a stronger effect; in the data active means a potency from the dose series; inconclusive means inhibition above about 70% without an active follow-up result;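 further: bacterial growth assessed after seven days of incubation; strong numbers were not always called active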
influenza NS1A: H1N1 influenza NS1A inhibitors, functional cell based assay (AID 504329). NS1A functional cell-based assay, percent inhibition; higher % means a stronger effect. inhibition, % at 12.5 µM, or IC50 in µM where a hit was titrated. 340,000 tested, 0.3% active; in the data active means a potency from the dose series; inconclusive means inhibition above about 27% without an active follow-up result; further: strong numbers were not always called active
M. tuberculosis: growth inhibition of non-replicating M. tuberculosis (AID 488890); one-dose inhibition, % at 25 µM; IC50 in µM for titrated hits; Mycobacterium tuberculosis non-replicating, growth inhibition; higher % means a stronger effect; 320,000 tested, 0.39% active; in the data active means a potency from the dose series; inconclusive means inhibition mostly from about 82% at the one dose, without a potency; inactive means the rest, 99 in 100 with inhibition below about 76%;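 further: plate controls were DMSO cells for no effect and high antibiotic wells for full effect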
VEEV TC-83 Vero 10K pilot screen: also measured in VEEV TC-83 Vero; calls as there; inhibition, %; measured here: 10K pilot screen inhibition
The depositor's hits bear a star; i = inactive; u = inconclusive; x = not tested or not shown.

SMILES	VEEV TC-83 Vero	Salmonella PhoP GFP	H37Rv inhibition	influenza NS1A	M. tuberculosis	others
CC(C)NS(=O)(=O)c1ccc(NC(=S)NC(=O)c2ccc(-c3ccccc3)cc2)cc1	6.0%	2%	13%	28%	40%
CCN(c1ccccc1)S(=O)(=O)c1cccc(C(=O)NCC(c2ccco2)N2CCCC2)c1 (stereo not drawn)	0.9%	-5%	-5%	8%	24%
CCOC(=O)C1=C(N)Oc2cc(C)oc(=O)c2C12C(=O)N1c3c(cccc32)C(C)=CC1(C)C (stereo not drawn)	4.3%	4%	-2%	-2%	16%
COc1c2c(nc3ccccc13)OC(C(C)(O)CO)C2 (stereo not drawn)	i	7%	-3%	-2%	-7%
CCOC(=O)C(CC)n1nc(C)n2c(cc3occc32)c1=O (stereo not drawn)	4.0%	-3%	4%	-2%	-14%
Clc1ccc(-c2cn3c(n2)CCC3)cc1	1.1%	11%	-2%	13%	31%
O=C(c1ccc(Cl)c(S(=O)(=O)N2CCOCC2)c1)N(Cc1nnc(-c2ccccc2Cl)o1)C1CC1	1.8%	3%	22%	0%	30%
CC1CN(C(=O)COC(=O)c2cccc(NS(=O)(=O)c3ccccc3)c2)CC(C)O1 (stereo not drawn)	0.4%	-9%	0%	8%	7%
CCCCN(C)C(=O)c1cn(C)c2ccc(S(=O)(=O)N(C)C)cc2c1=O	0.3%	16%	1%	8%	-14%
COc1ccc(-n2nc3c(c2NC(=O)Cc2cccc(C)c2)CS(=O)C3)cc1 (stereo not drawn)	0.1%	-14%	-16%	2%	x
CCOc1ccc(C(C)=O)cc1CSc1nnc(-c2ccncc2)n1CCOC	i	-3%	0%	3%	26%
CC(O)[C@H]1CN=C(N)N1CCc1cc(C(F)(F)F)cc(C(F)(F)F)c1 (stereo partly drawn)	0.7%	-11%	7%	2%	11%
Cc1ccc(Nc2ccccc2)nn1	1.9%	-7%	9%	-1%	5%
CCOc1ccc(S(=O)(=O)N(C)CC(=O)NCc2ccccn2)cc1Cl	0.9%	3%	2%	-9%	-1%
CN(C)c1ccc(CSc2ccccc2)cc1	2.2%	x	x	7%	x
COc1cc(C=C2C(=O)c3ccccc3C2=O)cc(OC)c1	2.4%	-3%	7%	2%	-12%
CN(C)c1nnnn1-c1ccc(Cl)cc1	i	-2%	4%	-5%	9%
CC(=O)C1=C(NC(=O)c2ccccc2F)C[C@@H]2[C@H]1C2(C)C	6.1%	5%	5%	3%	17%
O=S(=O)(c1cccc(C(F)(F)F)c1)N1CCC(CO)(CCCc2ccccc2)CC1	2.5%	-4%	6%	-5%	21%
COc1ccccc1NS(=O)(=O)NC(=O)c1cn(C)c2ccccc12	2.4%	-5%	-12%	2%	6%
Cc1cc(N2CCCC2)ccc1NC(=O)CN1C(=O)NC2(CCCCC2)C1=O	2.7%	4%	-1%	4%	6%
CCN=C1SC(C(=O)Nc2cccc(C(=O)O)c2)CC(=O)N1CC (stereo not drawn)	4.2%	-5%	10%	-3%	2%	VEEV TC-83 Vero 10K pilot screen=0.5
Cc1ccc(-c2ccc(S(=O)(=O)N3CC(C)OC(C)C3)cc2)cc1 (stereo not drawn)	0.5%	1%	-4%	-6%	-6%
O=C1NCC(CN(c2ccccc2)c2ccccc2)O1 (stereo not drawn)	i	4%	-25%	-8%	33%
Cc1ccc(-c2nnc(N3CCN(C(=O)Cn4c(=O)n(C)c5ccccc54)CC3)c3ccccc23)cc1	0.8%	17%	-6%	17%	10%
O=C(Nc1ccc2c(c1)CCC2)c1cccc(S(=O)(=O)N2CCN(c3ccc(F)cc3)CC2)c1	0.9%	-5%	-2%	-8%	8%
COc1ccc(N/N=C(/Oc2ccc([N+](=O)[O-])cc2)C(C)=O)cc1	7.4%	-7%	-2%	12%	21%
Cc1cc(C)c(C#N)c(N2CCC(C(N)=O)CC2)n1	0.4%	-7%	-3%	-9%	-2%
O=C(COC(=O)c1ccc(NC(=O)C2CC=CCC2C(=O)O)cc1)c1ccccc1 (stereo not drawn)	1.3%	3%	-2%	-7%	7%
Cc1ccc(S(=O)(=O)N[C@H](C(=O)OCC(=O)N2N=C(c3ccc(Cl)cc3)CC2c2ccco2)C(C)C)cc1 (stereo partly drawn)	5.8%	-3%	11%	3%	35%

Molecules from the list above containing an aryl methoxy group (five):
SMILES	VEEV TC-83 Vero	Salmonella PhoP GFP	H37Rv inhibition	influenza NS1A	M. tuberculosis	others
COc1c2c(nc3ccccc13)OC(C(C)(O)CO)C2 (stereo not drawn)	i	7%	-3%	-2%	-7%
COc1ccc(-n2nc3c(c2NC(=O)Cc2cccc(C)c2)CS(=O)C3)cc1 (stereo not drawn)	0.1%	-14%	-16%	2%	x
COc1cc(C=C2C(=O)c3ccccc3C2=O)cc(OC)c1	2.4%	-3%	7%	2%	-12%
COc1ccccc1NS(=O)(=O)NC(=O)c1cn(C)c2ccccc12	2.4%	-5%	-12%	2%	6%
COc1ccc(N/N=C(/Oc2ccc([N+](=O)[O-])cc2)C(C)=O)cc1	7.4%	-7%	-2%	12%	21%

(list continues)
SMILES	VEEV TC-83 Vero	Salmonella PhoP GFP	H37Rv inhibition	influenza NS1A	M. tuberculosis	others
O=S1(=O)N=C(Nc2ccc(O)cc2)c2ccccc21	i	13%	2%	4%	-8%
Cc1ccc(Oc2c(C=O)c3ccccc3n2C)cc1	5.2%	-3%	6%	-20%	56%
N#Cc1cc(-c2ccccc2)nc(Oc2ccc(Cl)cc2)n1	1.2%	-5%	7%	-7%	-10%
Cc1ccc(NC(=O)C2CCCN2C(=O)OC(C)(C)C)cc1C (stereo not drawn)	84%	1%	7%	-3%	11%
CNc1ccc([N+](=O)[O-])cc1	i	x	-10%	3%	5%
CN(C)S(=O)(=O)N1CCC(Oc2cccc(C(=O)N3CCSCC3)c2)CC1	1.9%	-11%	-10%	-7%	-21%
N#C/C(=C\c1c(Oc2ccccc2F)nc2ccccn2c1=O)C(=O)NC1CCS(=O)(=O)C1 (stereo not drawn)	4.6%	5%	0%	-8%	-3%
COCCn1c(SCC(=O)Nc2ccc(F)cc2)nc2ccccc2c1=O	1.2%	3%	6%	-6%	11%
CC1=Nc2ccc(Br)cc2C(c2ccccc2)N1CC(=O)NN (stereo not drawn)	0.5%	-15%	7%	-3%	19%
COCCn1c(N)c(Sc2ccc(C)cc2)c(=O)[nH]c1=O	0.2%	3%	-4%	0%	-18%
Cc1cccc(N(CC(=O)N2CCN(c3ccccc3F)CC2)S(C)(=O)=O)c1	i	2%	-4%	-8%	13%
C/C(=N\NC(=O)CN(c1ccccc1Br)S(C)(=O)=O)c1cccs1	i	2%	0%	-12%	3%
O=C(COC(=O)C12CC3CC(CC(Br)(C3)C1)C2)NNC(=O)c1ccccc1	0.9%	x	-9%	-8%	-12%
CC(C)CCNC(=O)CN(C(=O)CCC(=O)Nc1ccccn1)c1ccc2c(c1)OCCO2	7.2%	-3%	-7%	-7%	3%
C=C1CCN(c2ccc(C(=O)NCc3ccc(C)cc3)cc2[N+](=O)[O-])CC1	i	-22%	-1%	2%	1%
COc1cc(NC(=O)Nc2ccccc2)c(OC)cc1NC(=O)CN1CCCCC1	9.4%	1%	65%	1%	13%
CC(=O)c1ccc(NC(=O)c2ccccc2Sc2ncnc3sc(C)c(C)c23)cc1	2.1%	-10%	15%	-5%	16%
O=C(C1=C[C@H](c2ccccc2)C[C@H](OCc2ccc(CO)cc2)O1)N1CCN(Cc2ccccc2)CC1	1.0%	-2%	0%	12%	29%
CC(C)C(C(=O)NCC1CCCO1)N(C(=O)CNS(=O)(=O)c1ccc(F)cc1)c1ccccc1 (stereo not drawn)	1.5%	6%	0%	-1%	-7%
COc1ccc(C(=O)NC(=S)Nc2cccnc2)cc1[N+](=O)[O-]	0.9%	-9%	-7%	4%	-33%
Brc1cccc(/C=N/Nc2nc(N3CCCCC3)nc(N3CCCCC3)n2)c1	x	9%	28%	x	-2%
Cc1cc(=O)[nH]c(-c2cccnc2)n1	1.3%	15%	1%	0%	3%
COc1ccc(CNC(=O)Cn2nc(-c3ccc4c(c3)OCCO4)ccc2=O)cc1	0.0%	-8%	-4%	-26%	54%
O=C(NCCO)C(=O)Nc1cc2c3c(c1)CC(=O)N3CCC2	1.5%	-8%	-3%	9%	-3%
Cc1cc(C)n(CC(=O)N2CCCC(N3CCN(c4ccccc4C)CC3)C2)n1 (stereo not drawn)	0.5%	-8%	0%	-7%	4%
COC(=O)C1=C(SC)N(c2ccccc2)C(c2ccccc2)CC1=O (stereo not drawn)	0.5%	-5%	9%	12%	-7%
O=C(/C=C\N1CCOCC1)c1ccc(Br)cc1	0.5%	-3%	0%	-7%	u
O=C(C1=C(O)C(=O)N(c2ncccn2)C1c1cccs1)c1ccco1 (stereo not drawn)	i	-7%	-3%	-3%	4%
CN(C)S(=O)(=O)c1ccc(C(=O)OCC(=O)Nc2cccnc2Cl)cc1	i	9%	-3%	8%	13%
CCC1(c2ccccc2)NC(=O)N(CC(=O)Nc2ccc(S(=O)(=O)Nc3ncccn3)cc2)C1=O (stereo not drawn)	0.7%	6%	2%	-3%	3%
CCN1/C(=c2/s/c(=C3/C(=O)N(c4ccccc4)N=C3C)n(CC)c2=O)C=Cc2ccccc21	1.9%	4%	5%	25%	-3%
CC1CCCC(C)N1C(=O)c1ccc(CS(=O)(=O)c2ccccc2)cc1 (stereo not drawn)	i	-9%	-17%	-4%	5%
CCC1Oc2ccccc2N(CC(=O)NCCC2=CCCCC2)C1=O (stereo not drawn)	i	-10%	-1%	-9%	7%
C/C(=N/OC(=O)C1CC1)c1cc(-c2ccc(Cl)cc2)no1	2.5%	-24%	9%	-2%	14%
CCN(CC)S(=O)(=O)N1CCC(C(=O)NCc2ccc3c(c2)OCO3)CC1	0.3%	4%	14%	-7%	-5%
COC(=O)[C@H](Cc1ccccc1)NC(=O)NCC1CCCO1 (stereo partly drawn)	i	4%	-5%	-2%	-2%
COc1cc(OC)cc(C(=O)N[C@H](C(=O)Nc2nc(-c3ccc(OC)c(OC)c3)cs2)C(C)C)c1	12%	12%	8%	-3%	46%
O=C(O)C1=NN(c2ccccc2)C(=O)CC1	1.3%	-7%	5%	1%	x
Cc1ccc(NC(=O)C2CCN(C(=O)c3ccco3)CC2)cc1	1.4%	1%	4%	7%	7%
O=C(Cn1c2ccc(F)cc2c2nc3n(c(=O)c21)CCS3)N1CCCC1	0.8%	-20%	-5%	4%	-5%
O=C(NN1C(=O)c2cc(Br)ccc2NC1c1cc(Br)cc(Br)c1O)c1ccncc1 (stereo not drawn)	0.8%	9%	-2%	-5%	33%
CC(=O)Nc1ccc(N(C(=O)c2ccco2)C(C(=O)NC2CCCC2)c2ccc(N(C)C)cc2)cc1 (stereo not drawn)	0.6%	12%	-7%	-3%	1%
Cc1ccccc1NC(=O)c1sc(NC(=O)COc2ccccc2)c(C#N)c1C	1.8%	-10%	-4%	10%	7%
Cc1ccc(C2=NN(C(=O)C3CCCO3)C(c3ccco3)C2)cc1 (stereo not drawn)	i	-2%	2%	-4%	10%
CCOC(=O)C1=C(COC(=O)CNC(=O)c2cc(OC)c(OC)c(OC)c2)NC(=O)NC1C (stereo not drawn)	0.2%	2%	-8%	2%	-6%

Next section; the last two above are carried over.
SMILES	VEEV TC-83 Vero	Salmonella PhoP GFP	H37Rv inhibition	influenza NS1A	M. tuberculosis	others
Cc1ccc(C2=NN(C(=O)C3CCCO3)C(c3ccco3)C2)cc1 (stereo not drawn)	i	-2%	2%	-4%	10%
CCOC(=O)C1=C(COC(=O)CNC(=O)c2cc(OC)c(OC)c(OC)c2)NC(=O)NC1C (stereo not drawn)	0.2%	2%	-8%	2%	-6%
Cc1cccc(Cn2nc(-n3cccc3)c3c(C)cc(C)nc32)c1	3.6%	7%	6%	-9%	27%
COC(=O)c1cc2n(n1)CCN(Cc1ccc(C)cc1)C2=O	0.8%	-9%	-3%	1%	4%
Cc1ccc(C(=O)NC(=S)N2CCN(c3ccccc3F)CC2)cc1	i	7%	8%	-1%	u
CC(=O)Nc1ccc(S(=O)(=O)N2CCC(c3nc4ccccc4[nH]3)CC2)cc1	0.6%	3%	2%	-2%	9%	VEEV TC-83 Vero 10K pilot screen=0.9
O=C(COC(=O)c1ccc(Cl)nc1)Nc1cccc(S(=O)(=O)N2CCCCC2)c1	1.5%	x	2%	9%	28%
O=C(Nc1cccc(C(=O)N2CCOCC2)c1)NC1CCCCC1	0.4%	10%	-2%	1%	-4%
CC(C)c1cc(C(=O)N/N=C/c2cccnc2)cs1	1.0%	5%	4%	-6%	19%
